# MEP2 TOR yeast – alters MEP2-GFP fluorescence in TOR pathway yeast screen; S. cerevisiae MEP2-GFP strain, flow cytometry GFP, 3 h; 100% = DMSO control level; AID 2016; GFP response vs DMSO, % at 10 µM; hit rate 0.51% among 330,000;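 active = GFP response versus DMSO above a set limit, roughly screen mean plus 3 SD, cut at about 180% in these data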;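 note: median GFP fluorescence of the barcode-gated MEP2-GFP cells per well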
# procasp7 counter – counter-screen for procaspase-3 activators: activators of human procaspase-7 | P55210 | recombinant procaspase-7, Ac-DEVD-pNA absorbance 405 nm; D23A/D198A/D206A triple mutant, cannot self-cleave; scale: DMSO 0, 5 µM enzyme 100 | activation, % at 8.5 µM | hit rate 0.093% among 330,000;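 active = percent activation above the screen-wide mean plus 3 SD, cut at about 25% in these data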
#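 signal = Epi-absorbance of released pNA at 405 nm, two timepoints | assay system = Uncleavable procaspase-7 mutant enzyme | reagent = Ac-DEVD-pNA substrate, 400 µM as added | times = 1 h enzyme–compound preincubation and 2 h substrate reaction, both 25 °C | benchmarks = low DMSO alone, high DMSO plus 5 µM PC-7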
# AHR activator – activates the human aryl hydrocarbon receptor. P35869. AHR-responsive luciferase reporter cells, luminescence. activation, % at 5 µM. hit rate 2.5% among 320,000; in the data active = activation above about 47%;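 note: 0% = vehicle wells and 100% = reference agonist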
# Target sequence (P35869 whole entry, looked up): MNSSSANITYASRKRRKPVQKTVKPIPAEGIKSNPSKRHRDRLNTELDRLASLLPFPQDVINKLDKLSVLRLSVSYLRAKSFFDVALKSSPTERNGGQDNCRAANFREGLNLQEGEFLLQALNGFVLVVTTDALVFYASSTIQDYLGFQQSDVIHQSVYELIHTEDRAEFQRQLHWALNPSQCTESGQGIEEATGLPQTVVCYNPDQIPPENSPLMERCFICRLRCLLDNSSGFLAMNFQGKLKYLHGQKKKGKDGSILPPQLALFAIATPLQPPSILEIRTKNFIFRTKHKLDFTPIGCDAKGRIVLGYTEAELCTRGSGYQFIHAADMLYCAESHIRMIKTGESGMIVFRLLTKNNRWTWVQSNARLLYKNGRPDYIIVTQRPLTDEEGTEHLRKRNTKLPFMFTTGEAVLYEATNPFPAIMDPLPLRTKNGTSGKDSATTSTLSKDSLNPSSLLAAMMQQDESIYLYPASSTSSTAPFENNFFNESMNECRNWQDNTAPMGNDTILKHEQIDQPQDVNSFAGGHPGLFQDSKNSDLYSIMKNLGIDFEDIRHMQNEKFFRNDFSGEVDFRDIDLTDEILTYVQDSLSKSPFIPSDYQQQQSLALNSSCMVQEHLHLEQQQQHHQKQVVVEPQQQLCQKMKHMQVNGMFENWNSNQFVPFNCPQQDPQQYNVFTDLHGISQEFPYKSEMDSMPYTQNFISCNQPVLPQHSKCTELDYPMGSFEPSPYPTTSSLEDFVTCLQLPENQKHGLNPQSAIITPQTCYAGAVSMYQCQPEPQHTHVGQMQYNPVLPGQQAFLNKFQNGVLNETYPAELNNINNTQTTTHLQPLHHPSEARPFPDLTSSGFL
# LAP4 TOR yeast – alters LAP4-GFP fluorescence in TOR pathway yeast screen; AID 2023; hit rate 0.34% among 320,000; GFP response vs DMSO, % at 10 µM; S. cerevisiae LAP4-GFP multiplex, flow cytometry GFP, 3 h; median GFP as percent of DMSO wells;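 active = GFP response vs DMSO above a set limit, about the screen mean plus 3 SD, cut at about 150% in these data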
# CIT2 TOR yeast – alters CIT2-GFP fluorescence in TOR pathway yeast screen | S. cerevisiae CIT2-GFP strain, flow cytometry, 3 h; 100 means same as DMSO wells | GFP response vs DMSO, % at 10 µM | hit rate 0.065% among 320,000;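 active = GFP response relative to DMSO above a set limit, near the screen mean plus 3 SD, cut at about 150% in these data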;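 note: ratio of well median GFP fluorescence to mean of DMSO wells on the plate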
# AGP1 TOR yeast – yeast TOR pathway AGP1-GFP modulation; hit rate 0.02% among 320,000; GFP response vs DMSO, % at 10 µM; S. cerevisiae AGP1-GFP multiplex flow cytometry, 3 h; GFP as percent of DMSO wells; AID 2066;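 active = GFP response relative to DMSO above a set limit, near screen average plus 3 SD, cut at about 150% in these data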;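 note: median GFP channel fluorescence of the gated AGP1 strain per well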
# procasp3 activ – procaspase-3 (human) activation | P42574 | recombinant procaspase-3 D3A, Ac-DEVD-pNA absorbance 405 nm | activation, % at 8.5 µM | hit rate 0.11% among 330,000;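 active = activation above the mean of all tested compounds plus 3 SD, cut at about 21% in these data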;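 note: 0% = DMSO alone and 100% = DMSO wells spiked with extra 5 µM PC-3 D3A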
# Target sequence (P42574 whole entry D9A/D28A/D175A): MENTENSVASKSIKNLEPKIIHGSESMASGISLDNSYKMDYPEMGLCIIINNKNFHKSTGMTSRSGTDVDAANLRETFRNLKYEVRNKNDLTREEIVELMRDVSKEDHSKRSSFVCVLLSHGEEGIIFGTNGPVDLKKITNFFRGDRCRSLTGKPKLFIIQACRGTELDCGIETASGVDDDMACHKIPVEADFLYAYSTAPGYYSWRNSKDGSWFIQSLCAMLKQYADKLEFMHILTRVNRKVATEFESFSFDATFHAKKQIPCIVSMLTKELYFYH
#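 System: Procaspase-3 D3A mutant. Medium: Zinc-free 300 mM NaCl, 50 mM HEPES, 0.01% Triton X-100. Schedule: 1 h preincubation plus 2 h reaction at 25 °C. Measured by: 405 nm absorbance of p-nitroaniline, reads at 0 and 120 min. Read-out: percent activation relative to control range.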
# RPL19A-GFP yeast – modulators of TOR pathway RPL19A-GFP in S. cerevisiae; S. cerevisiae RPL19A-GFP strain, flow cytometry, 3 h; hits give low values; percent response vs DMSO, % at 10 µM; hit rate 0.3% among 330,000;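 active = percent response vs DMSO below 50%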;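 note: median channel GFP fluorescence of the barcoded RPL19A-GFP strain; ratio of sample median GFP to plate DMSO average so 100% = DMSO; lower means less RPL19A-GFP as with rapamycin TOR inhibition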
# Active calls of the source: *; · = no result given.
SMILES,MEP2 TOR yeast,procasp7 counter,AHR activator,LAP4 TOR yeast,CIT2 TOR yeast,AGP1 TOR yeast,procasp3 activ,RPL19A-GFP yeast
CCOC(=O)c1ccc(CSc2nnc(C)n2N)o1,94,0,19,103,104,96,-8,94
O=C(CCC(F)(F)F)N1CCCC(N2CCN(c3cccc(Cl)c3)CC2)C1 (configuration not stated),113,1,3,92,111,96,7,103
COc1ccc(Cl)cc1-c1nc(SCC(=O)NCCN2C(=O)CSC2=O)n[nH]1,99,-3,37,106,92,102,-1,101
Cc1ccc2cc(CN(C(=O)c3ccncc3)C(C)C)c(=O)[nH]c2c1,105,-7,11,107,98,98,0,97
O=C(CN(c1cc(Cl)ccc1Cl)S(=O)(=O)c1ccccc1)N1CCOCC1,108,4,-1,94,98,111,4,102
CCn1c2ccccc2c2cnc(N=CN(C)C)c(C#N)c21,92,7,-2,93,89,79,3,87
COc1ccc(CNC(=O)C2CCC(CNS(=O)(=O)c3cccs3)CC2)cc1 (configuration not stated),103,-4,1,93,98,93,-8,96
Cc1cccc(NC(=O)CCC(=O)Nc2nnc(C3CCCCC3)s2)c1,96,-1,1,98,92,99,7,95
C=CC[C@]12C=C(OC)C(=O)C(OC)=C1O[C@@H](c1ccc3c(c1)OCO3)[C@H]2C,105,11,1,106,97,102,12,97
O=C(NCCc1cccs1)C12CN(Cc3ccccc3)CC1C(c1cccc([N+](=O)[O-])c1)=NO2 (configuration not stated),100,7,2,107,96,103,8,108
Nc1ncnc(Nc2ccccn2)c1[N+](=O)[O-],99,11,9,96,96,97,2,95
CC1(C)CC(=O)C2=C(C1)N1C(=C(C#N)C2c2ccccc2Cl)N=C(N)c2ccccc21 (configuration not stated),104,15,-1,103,101,104,-2,99
O=C(CCCN=C1NS(=O)(=O)c2ccccc21)OCC(=O)c1ccccc1Cl,91,-8,-3,94,96,94,-3,89
NS(=O)(=O)c1ccc(NC(=O)COC(=O)c2cn(-c3ccccc3)nc2-c2ccccc2)cc1,98,10,-7,115,102,104,8,100
COc1cc(C(=S)N2CCCC2)ccc1O,102,-17,1,99,98,98,-6,98
Cn1c(SCC(=O)Nc2cccc(S(=O)(=O)N3CCOCC3)c2)nnc1-c1ccncc1,104,7,2,107,103,104,1,102
OCC1N=C(c2ccccn2)OC1c1ccccc1 (configuration not stated),107,2,-1,92,98,105,-1,98
Cc1ccsc1C(=O)OCC(=O)NCc1ccc2c(c1)OCO2,96,2,-1,93,99,93,4,96
COc1cccc(CN(C)CC(=O)Nc2c(C)cccc2C(C)C)c1,95,3,4,91,95,91,5,93
COc1ccc(S(=O)(=O)N2CCCC2)cc1C(=O)N1CCOCC1,108,-1,0,110,108,115,0,104
O=C(NC1CCCC1)[C@@H]1CSC2c3ccccc3C(=O)N21 (some centres not stated),112,1,0,103,104,108,2,100
Cc1cnc(C(=O)Nc2ccc(N3CCCCC3)cc2)cn1,93,8,-2,103,90,94,-8,97
CC(C)NS(=O)(=O)c1ccc(OCC(=O)Nc2cccc3ccccc23)cc1,102,-7,2,91,105,107,-1,99
O=C(/C=C/c1cccc(F)c1)NCc1ccc2c(c1)OCO2,97,9,8,125,83,94,0,98
CCCc1n[nH]c(=S)n1Cc1ccco1,95,-4,0,94,79,94,-6,96
COc1ccc(Br)cc1/C=N/Nc1ccccn1,108,·,·,93,107,94,·,100
Cc1ccc(S(=O)(=O)N2CCCC2C(=O)N(C)Cc2cccs2)cc1 (configuration not stated),107,7,-1,111,101,102,-4,101
CC/C(=N/Nc1cccc(C)c1)c1cnnc(SC)n1,118,-10,13,112,110,101,4,105
CC(=O)N1CCC(=NNc2ccc(S(=O)(=O)N3CCOCC3)cc2[N+](=O)[O-])CC1,113,-6,4,109,100,98,-2,100
O=C(O)c1cccnc1SC1CC(=O)N(c2cccc3ccccc23)C1=O (configuration not stated),93,8,0,108,91,92,-2,99

# A few values from the list:
# CCCc1n[nH]c(=S)n1Cc1ccco1 @ CIT2 TOR yeast = 79
# Cc1ccsc1C(=O)OCC(=O)NCc1ccc2c(c1)OCO2 @ CIT2 TOR yeast = 99
# Cn1c(SCC(=O)Nc2cccc(S(=O)(=O)N3CCOCC3)c2)nnc1-c1ccncc1 @ procasp7 counter = 7

# The main list resumes; the two compounds before the break are reprinted first.
SMILES,MEP2 TOR yeast,procasp7 counter,AHR activator,LAP4 TOR yeast,CIT2 TOR yeast,AGP1 TOR yeast,procasp3 activ,RPL19A-GFP yeast
CC(=O)N1CCC(=NNc2ccc(S(=O)(=O)N3CCOCC3)cc2[N+](=O)[O-])CC1,113,-6,4,109,100,98,-2,100
O=C(O)c1cccnc1SC1CC(=O)N(c2cccc3ccccc23)C1=O (configuration not stated),93,8,0,108,91,92,-2,99
O=C(COC(=O)c1ccco1)NCc1ccccc1Cl,86,0,-2,90,84,87,1,90
CCOP(=O)(OCC)c1ccc2ccc3ccccc3c(=O)c2c1,102,-6,9,107,96,104,-1,102
O=C(CC(SCCO)c1ccc2c(c1)OCO2)c1cccs1 (configuration not stated),98,-1,2,91,98,93,-4,91
O=C(NCc1cccs1)C1CCN(S(=O)(=O)c2cccc([N+](=O)[O-])c2)CC1,106,-4,2,95,104,103,-3,103
Cc1ccc(CC2(O)CC(C)N(C)CC2C)c(C)c1 (configuration not stated),101,4,0,95,101,95,9,102
COc1ccccc1-n1ccnc(SCC(=O)NC2CCCCC2)c1=O,113,-12,1,111,105,113,-23,105
CCn1c(=O)c2sccc2n2c(CCCC(=O)NC3CCN(Cc4ccccc4)CC3)nnc12,108,-7,0,98,102,105,4,96
COc1ccccc1Oc1ccc(NC(=O)c2ccccc2C)cc1,94,-2,3,97,92,94,10,98
CC(C)CC(=O)Nc1ccc(Oc2ccc3c(c2)C(=O)NC3=O)cc1,101,5,-4,81,97,90,6,94
O=C(NCC(=O)N1CCN(c2ncc(C(F)(F)F)cc2Cl)CC1)c1ccc(Br)o1,103,1,-2,79,103,85,3,108
CC1CCCCN1C(=O)c1ccc(C(=O)N2CCCCC2C)cc1 (configuration not stated),123,2,3,106,102,96,-1,98
COc1ccc(-c2noc(CN3CCCCC3c3nccn3C)n2)cc1 (configuration not stated),98,4,2,103,94,104,8,97
COC(=O)c1ccc(C(=O)Nc2cc(Cl)ccc2Cl)cc1NC(=O)c1ccccc1C,100,-4,4,102,97,101,0,101
O=c1c2ccc([N+](=O)[O-])c3cccc(c32)c2nc3ccccc3n12,183*,-4,50*,148,119,108,4,106
CC(=O)Nc1cc(C(F)(F)F)ccc1OCCOc1ccccc1,103,-2,-5,113,101,98,6,103
CC1CCN(CCNC(=S)Nc2ccc(Cl)cc2)CC1,100,-1,-2,95,91,96,4,99
O=c1cc(N/N=C/c2ccccc2)[nH]c(=O)[nH]1,99,5,5,111,96,111,7,102
Cc1ccc(S(=O)(=O)N(C)C)cc1NC(=O)CN1C(=O)NC(Cc2c[nH]c3ccccc23)C1=O (configuration not stated),104,-4,1,106,105,102,-5,99
Cc1ccc(S(=O)(=O)N2CCN(C(=O)CC(C)n3nc(C)c(Cl)c3C)CC2)cc1C (configuration not stated),108,5,1,98,97,98,-1,103
COc1cc(/C(C)=N/N2CCN(c3ccccc3OC)CC2)ccc1O,112,-4,0,96,99,99,9,96
CC(CN1CCCCC1)OC(=O)COc1ccc(Br)cc1 (configuration not stated),106,5,-1,92,108,102,-3,102
COC(=O)c1[nH]c2c(c1C)C(=O)CC(c1ccc(OC)cc1)C2 (configuration not stated),101,13,4,104,88,87,2,101
CCOn1c(=O)c(=O)n(O)c2ccccc21,95,-7,12,103,110,107,0,97
O=C(CN(Cc1ccccc1F)C(=O)c1ccco1)NCc1ccc(F)cc1,108,2,0,98,94,104,-3,101
c1ccc(OCCCc2nc(-c3cccnc3)no2)cc1,100,0,-1,104,92,87,1,96
O=C(Nc1ccc(S(=O)(=O)Nc2ncccn2)cc1)c1ccccc1Cl,106,8,-3,95,102,103,2,104
O=C(Nc1ccc(Cl)c(Cl)c1)Nc1ccccc1O,107,-13,27,91,116,99,-3,103
CCOC(=O)c1ccc(NC(=O)CSc2nnc(Cn3c(=O)sc4ccccc43)n2C)cc1,112,-3,4,98,99,108,6,99
C=CC[C@H](CC(=O)N(CCO)Cc1ccccc1)C(=O)N[C@H](C)COC(=O)[C@@H](CC=C)Cc1ccc(F)cc1,91,-2,0,96,101,109,1,102
Cc1ccc(S(=O)(=O)N2CCN(C(=O)CN3CCCC3)C2)cc1,93,1,-2,98,92,95,10,94

# In a second layout: 3 of the compounds above
molecule | MEP2 TOR yeast | procasp7 counter | AHR activator | LAP4 TOR yeast | CIT2 TOR yeast | AGP1 TOR yeast | procasp3 activ | RPL19A-GFP yeast
COc1cc(/C(C)=N/N2CCN(c3ccccc3OC)CC2)ccc1O | 112 | -4 | 0 | 96 | 99 | 99 | 9 | 96
CC(CN1CCCCC1)OC(=O)COc1ccc(Br)cc1 (configuration not stated) | 106 | 5 | -1 | 92 | 108 | 102 | -3 | 102
COC(=O)c1[nH]c2c(c1C)C(=O)CC(c1ccc(OC)cc1)C2 (configuration not stated) | 101 | 13 | 4 | 104 | 88 | 87 | 2 | 101

# Later entries
SMILES,MEP2 TOR yeast,procasp7 counter,AHR activator,LAP4 TOR yeast,CIT2 TOR yeast,AGP1 TOR yeast,procasp3 activ,RPL19A-GFP yeast
O=C(Nc1nc2c(s1)CCCC2)c1cc(-c2ccccc2)nc2ccccc12,109,7,6,110,113,109,4,117
O=C(Cn1nc(C(=O)O)c2ccccc2c1=O)NCC1CCCO1 (configuration not stated),96,14,-2,93,90,94,1,94
CCCS(=O)(=O)NCCc1cc2c(C)ccc(C)c2[nH]c1=O,103,9,5,108,99,105,2,101
O=C(CN1C(=O)NC2(CCCc3ccccc32)C1=O)Nc1cc(F)ccc1F (configuration not stated),104,-2,7,102,109,118,-8,108
O=C(O)c1cc2ccccc2c(=O)s1,103,-6,12,100,93,95,8,99
COc1ccc(S(=O)(=O)Cc2ccc(C(=O)N3CCN(C4CCCCC4)CC3)o2)cc1,105,0,-1,102,99,100,4,98
Cc1ccsc1/C=C1\Oc2cc(OCC(=O)c3ccccc3)ccc2C1=O,113,-14,3,102,114,105,-12,107
COC(=O)CSc1nc(C)c(C(=O)Nc2ccccc2C)c(-c2ccc(Cl)cc2)c1C#N,110,32*,-3,95,108,106,21,110
O=c1c(-n2cncn2)c[nH]n1-c1cccc(Cl)n1,90,2,4,89,106,100,-8,96
Cc1ccc(C(=O)COC(=O)COc2ccccc2O)cc1C,100,-2,0,106,93,103,-1,100
COc1cccc(NC(=O)CN(C)C(=O)c2ccccc2OCc2c(C)noc2C)c1,102,-1,5,98,98,106,9,103
COc1ccc(N(CC(=O)Nc2ccc(C(N)=O)cc2)S(=O)(=O)c2ccc(C)c([N+](=O)[O-])c2)cc1,100,1,6,97,103,105,-2,99
CN(Cc1cccc(F)c1)C(=O)c1ccc2c(=O)n3c(nc2c1)CCC3,101,8,-1,74,116,86,-1,105
CCn1nc(C)c(CN2CCC(C(=O)Nc3cccc(-c4cccc(Cl)c4)c3)CC2)c1C,118,1,3,101,98,100,0,101
OCCNc1nc2ccc(Cl)cc2[nH]1,105,-3,2,107,111,111,-3,104
O=C(Nc1ccc(NC(=O)c2cccs2)cn1)c1ccccc1,101,15,-1,99,102,98,1,101
COCCN(C(=O)COc1ccccc1C#N)c1c(N)n(Cc2ccccc2)c(=O)[nH]c1=O,101,4,3,108,95,110,4,101
CCCC12CN3CC(C)(CN(C1)C3c1ccc3c(c1)OCO3)C2=O (configuration not stated),94,1,7,91,90,86,-3,87
